Bioassay records deposited in PubChem BioAssay by Fisher Drug Discovery Resource Center.
NPYLR7 ag: mosquito NPYLR7 agonism | actives 0.15% (n = 270,000) | HEK293T NPYLR7/Galpha15, GCaMP6s calcium fluorescence | AID 1259423 | activation, % at 10 µM; in the data active means activation above about 40%;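 further: 0% = vehicle and 100% = reference agonist at the receptor; some compounds past the cut are filed as inactive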
mcGAS inh: blocks mouse cGAS activity. actives 0.15% (n = 160,000). inhibition, % at 12.5 µM. Q8C6L5. recombinant cGAS, Kinase-Glo ATP depletion luminescence;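 further: 0% = negative control wells and 100% = reference inhibitor with no enzyme activity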
hcGAS lum: human cGAS inhibition; recombinant h-cGAS, ATP depletion, Kinase-Glo luminescence; inhibition, % at 12.5 µM; actives 0.081% (n = 290,000);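 further: 0% = vehicle reaction and 100% = reaction without DNA for no activity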
Target sequence (Q8N884 whole entry, looked up): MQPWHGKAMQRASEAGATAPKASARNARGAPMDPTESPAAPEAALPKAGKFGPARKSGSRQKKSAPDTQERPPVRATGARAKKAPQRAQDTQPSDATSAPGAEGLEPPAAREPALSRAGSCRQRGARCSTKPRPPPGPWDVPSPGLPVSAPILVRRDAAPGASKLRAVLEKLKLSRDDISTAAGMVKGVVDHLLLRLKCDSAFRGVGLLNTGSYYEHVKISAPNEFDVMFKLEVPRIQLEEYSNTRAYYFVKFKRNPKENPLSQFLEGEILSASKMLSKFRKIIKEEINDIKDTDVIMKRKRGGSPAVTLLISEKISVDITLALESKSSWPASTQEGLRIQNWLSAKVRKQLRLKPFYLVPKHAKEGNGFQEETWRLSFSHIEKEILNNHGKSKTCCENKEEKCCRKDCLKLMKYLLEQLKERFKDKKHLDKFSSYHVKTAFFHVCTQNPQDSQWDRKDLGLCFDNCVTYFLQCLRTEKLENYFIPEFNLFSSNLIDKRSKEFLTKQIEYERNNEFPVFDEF
Active calls of the source: *; x = not tested or not shown. Unless noted, no stated cut-off is given here; in the data, active means inhibition above about 40%; inactive means the rest. Rows are unselected. Share with any hit: about 0.27%.

Second line of a record: NPYLR7 ag, mcGAS inh, hcGAS lum
[1] Cc1cc(C)cc(N2CCN(C(=O)c3occc3C)CC2=O)c1
  3.8, -14.7, -3.1
[2] CCOc1nc(Cl)nc(N2CCCCC2C)n1 (configuration not stated)
  x, -4.8, -10.3
[3] CCCCCCC(=O)Nc1c(-c2cc(C)cc(C)c2)nc2ccccn12
  0.2, -8.8, -6.8
[4] CCc1ccc(CNC(=O)Nc2nnc(C(C)(C)C)s2)nc1
  9.3, -5.9, -3.1
[5] NC(=O)CCn1c(COc2ccc(Cl)cc2)nc2ccccc21
  9.3, x, -1.9
[6] O=C(Nc1ccc(F)cc1F)c1cnn2c1NC(c1cccs1)CC2C(F)(F)F (configuration not stated)
  -9.1, 4.1, 1.7
[7] CCCCOc1ccc(C(=O)Nc2cccc(C3SCC(=O)N3c3ccccc3F)c2)cc1 (configuration not stated)
  x, -4.3, -4.3
[8] CC1(C(=O)Nc2ccncc2)CCN1C(=O)Cc1ccc(Cl)cc1Cl (configuration not stated)
  8.5, -5.3, -10.2
[9] CSc1ccc(C(=O)CCC(=O)NCC2COc3ccccc3O2)cc1 (configuration not stated)
  -7.8, x, -2.4
[10] Cc1cc(C(=O)CCC(=O)NC2CCC3(CC2)OCCO3)c(C)s1
  11.3, x, -8.3
[11] O=C(NC1CC1)C(c1ccccc1)N1CCCC1c1cccs1 (configuration not stated)
  11.7, -7.0, -5.6
[12] OCCN(N=CC1=C(c2ccccc2)Oc2ccccc2O1)C(=S)Nc1ccccc1
  -3.1, -5.7, -8.3
[13] Cc1ccc(F)cc1NC(=O)C1CC(=O)N(CC(C)C)C1 (configuration not stated)
  -23.6, x, 2.0
[14] CCCCCCCCCCCC(=O)N1CCSC1c1ccccc1C(F)(F)F (configuration not stated)
  20.3, -5.3, -5.2
[15] Fc1cccc(C2c3cccn3CCCN2Cc2ccoc2)c1 (configuration not stated)
  11.3, -3.9, -4.3
[16] N#Cc1cccc(NC(=O)N2CCC3(CC2)NCCc2c3[nH]c3ccc(Cl)cc23)c1
  9.5, -4.5, -6.1
[17] O=C(OCc1nc(C(=O)N2CCC(n3c(=O)[nH]c4ccccc43)CC2)cs1)c1ccccc1
  -7.8, -7.4, -4.8
[18] Cc1nc(C(=O)N2CCCN(CC3CC3)C(C(C)C)C2)cs1 (configuration not stated)
  9.2, -15.2, -7.3
[19] Cc1ccc(C(O)c2c(N)sc3c2CCCC3)cc1 (configuration not stated)
  4.7, x, -10.3
[20] Cc1ccc(C2CC(C(F)(F)F)n3ncc(C(=O)N(C)CCC#N)c3N2)cc1 (configuration not stated)
  -1.6, -5.6, -7.3
[21] C#CCOc1coc(COC(=O)c2ccccc2)cc1=O
  5.7, x, -1.8
[22] O=C(O)CCCn1c(SCc2cc(=O)n3ccccc3n2)nc2ccsc2c1=O
  1.6, x, -6.3
[23] Cc1ccc(CN2CCC(CN(C)Cc3cccn3-c3nccs3)CC2)o1
  17.4, x, -5.3
[24] Cc1cc(C)cc(C2(C(=O)N3CCN(c4cc(C)nc(C)n4)CC3)CC2)c1
  3.4, -8.7, -4.1
[25] CCCC1CCC(C(=O)Nc2nccs2)CC1 (configuration not stated)
  4.5, -9.9, -3.4
[26] CN(Cc1nc(-c2ccccc2)no1)Cc1cn(C)nc1-c1ccc2c(c1)OCCO2
  22.3, x, -6.6
[27] CCc1ccc(S(=O)(=O)NCCc2sc(-c3ccc(Cl)cc3)nc2C)s1
  7.4, -7.8, -3.0
[28] COc1cc(OC)nc(Oc2ccccc2CNc2cc(C)on2)n1
  2.7, x, -6.4
[29] CC(C)(Cc1c[nH]c2ccccc12)NC(=O)c1ncoc1-c1ccccc1
  -10.0, 0.1, -1.1
[30] CCC(C)OC(=O)C1=C(C)NC2=C(C(=O)CC(c3ccccc3)C2)C1c1ccc(O)cc1 (configuration not stated)
  -8.0, -5.1, -3.2

Full records as entered above.
C#CCOc1coc(COC(=O)c2ccccc2)cc1=O as listed: NPYLR7 ag = 5.7; mcGAS inh = x; hcGAS lum = -1.8
O=C(OCc1nc(C(=O)N2CCC(n3c(=O)[nH]c4ccccc43)CC2)cs1)c1ccccc1 as listed: NPYLR7 ag = -7.8; mcGAS inh = -7.4; hcGAS lum = -4.8
Cc1nc(C(=O)N2CCCN(CC3CC3)C(C(C)C)C2)cs1 (configuration not stated) as listed: NPYLR7 ag = 9.2; mcGAS inh = -15.2; hcGAS lum = -7.3

(further entries)
Second line of a record: NPYLR7 ag, mcGAS inh, hcGAS lum
[31] O=C(NCc1ccccc1)c1n[nH]nc1Nc1cccc(F)c1
  x, -9.7, -8.0
[32] COc1ccc(S(=O)(=O)Oc2ccccc2CN(CCN(C)C)C(=O)c2ccccc2Cl)cc1
  -1.6, -3.5, -2.4
[33] O=C1CCC2(CCN1)CCN(C(=O)c1cc(=O)[nH]c3ccc(F)cc13)CC2
  2.3, 0.5, 1.1
[34] Cc1ccc(S(=O)(=O)N(c2ccc(C)c(F)c2)C2CCNCC2)cc1
  -3.5, x, 4.0
[35] CN(C(=O)C(=O)N1CCC2(CCOCC2)CC1)c1ccccc1
  7.1, x, -5.9
[36] COc1cc(CN2CCCC(N3CCc4ccccc4C3)C2)ccc1F (configuration not stated)
  x, -1.4, 0.1
[37] O=C(Nc1ccccn1)C1=Cc2cc(Br)ccc2OC1
  11.5, -8.0, -10.7
[38] CCn1c(C2CCN(C(=O)c3ccccc3C(=O)OC)CC2)nn(C)c1=O
  29.9, -17.9, -5.8
[39] CC(C)c1ccccc1OC1CC2CCC(C1)N2C(=O)c1ccc(CSCc2ccccc2Cl)cc1 (configuration not stated)
  5.4, -6.6, -11.8
[40] COC(=O)c1ccc(C(=O)OC)c(S(=O)(=O)Nc2cccc(F)c2)c1
  1.5, -7.9, -8.3
[41] CCOC(=O)CN1CCN(c2nc3c(c(=O)[nH]c(=O)n3C)n2CC)CC1
  5.6, -6.0, -6.3
[42] CCOc1coc(C(=O)Nc2ccc(Cl)cc2)cc1=O
  11.5, x, -5.9
[43] CCOc1ccc(CN(CCc2c[nH]c3ccccc23)Cc2nc(C(=O)O)co2)cc1
  10.3, -5.6, -5.1
[44] CCCn1c(SCC2CCCO2)n[nH]c1=O (configuration not stated)
  -3.1, x, -16.2
[45] COCCN(Cc1ccc(OC)c(OS(=O)(=O)c2ccc(OC)cc2)c1)C(=O)c1cccs1
  6.1, -4.6, -11.8
[46] COC(=O)c1ccc(CNC2CC(=O)N(CC(C)(C)C)C2)cc1 (configuration not stated)
  3.4, x, -5.6
[47] COc1nc(C)c(C(=O)NCc2cc(-c3ccco3)on2)s1
  -10.8, x, -4.4
[48] CCn1cc(CN(Cc2ccoc2)CC(C)C)cn1
  4.1, x, -6.4
[49] COc1cc2c(cc1OC)C(c1ccccc1Cl)N(C(=O)Cc1nc(-c3cccc(C(F)(F)F)c3)oc1C)CC2 (configuration not stated)
  30.0, -8.0, -4.2
[50] O=C1CC(C(=O)N2CCN(S(=O)(=O)c3ccccc3F)CC2)c2ccccc2N1 (configuration not stated)
  -0.8, -0.7, 3.6
[51] N#CCN(C(=O)C1CC12CCCC2)C1CCCC1 (configuration not stated)
  2.7, x, -8.5
[52] CCOc1ccc(NC(=O)N2CCC3(CC2)NC(=O)c2cc(C)ccc2N3)cc1
  -3.6, -0.3, 0.2
[53] Cc1nc(SCc2ccccc2)[nH]c(=O)c1CC(=O)N1CCN(S(C)(=O)=O)CC1
  -5.2, -12.3, -7.0
[54] CCOc1cc(Nc2ccc(NC(=O)Nc3ccccc3OCC)cc2)nc(C)n1
  7.8, -6.0, -7.5
[55] CC(=O)Nc1nnc(SCc2ccccc2C(F)(F)F)s1
  2.7, -4.5, -2.5
[56] COc1nn(C)cc1C(=O)NCCc1ccc(S(N)(=O)=O)cc1
  3.5, x, -1.0
[57] C=CCC(O)(CC=C)CNC(=O)c1ccc(OC)c(OC2CCN(C(C)=O)CC2)c1
  -1.3, x, -2.1
[58] Cn1ccc(NS(=O)(=O)c2ccc(Cl)cc2C(F)(F)F)n1
  10.1, -5.0, 3.0
[59] Cc1ccc(C)c(CN(CC(=O)N(CCc2ccccc2)Cc2ccc(C)o2)CC2CC2)c1
  3.0, -0.7, -0.8
[60] COC(=O)c1ccc(COC(CN2CCN(C(=O)Nc3ccc(OC)cc3)CC2)c2cccc(OC)c2)cc1 (configuration not stated)
  x, 2.3, 0.0
[61] COCCN(Cc1cccs1)C(=O)c1cc(C)c(C)s1
  -2.5, -12.3, -2.7
[62] COc1cccc(C(=O)c2sc3c(c2N)c(=O)[nH]c(=O)n3C2CCCCC2)c1
  5.3, -2.5, -1.7
[63] Cc1ccc(-c2nc(COc3ccc(C)cn3)co2)cc1
  8.8, -16.3, -7.7
[64] Cc1ccc(Cn2c(=O)c(C(=O)N3CCOCC3)nn(-c3cccc(Cl)c3)c2=O)cc1
  4.2, -6.9, -2.2
[65] CC(C)CN(C(=O)C1CCCO1)c1c(N)n(CC(C)C)c(=O)[nH]c1=O (configuration not stated)
  -4.5, x, 1.6
[66] CCCOc1ccccc1N1CCn2c1nc1c2c(=O)n(CCC)c(=O)n1C
  14.9, x, -7.9
[67] Cc1ccc(S(=O)(=O)c2nnc(-c3ccccc3)s2)cc1
  -6.8, x, 3.0
[68] Cc1cc(F)ccc1S(=O)(=O)Nc1cc(-c2ccco2)nn1C1CCS(=O)(=O)C1 (configuration not stated)
  -0.3, -7.0, -6.9
[69] Cc1cccc(C)c1NC(=O)CN(C)c1ccc(C(F)(F)F)cn1
  3.4, x, -4.5
[70] O=C(NCCC(c1ccccc1)c1ccccc1)c1cccc(CSc2nc(Cl)cc(N3CCCC3)n2)c1
  9.5, -4.0, -0.5
[71] O=C1N(C2CCCCC2)C(c2ccccc2)=NC1(O)C(F)(F)F (configuration not stated)
  11.9, x, -11.4
[72] Cc1cc(-n2c(C)cc(C(=O)OCC(=O)NC(C)C3CC4CCC3C4)c2C)no1 (configuration not stated)
  5.1, x, -13.2
[73] CS(=O)(=O)C1[C@@H]2OCCC[C@@H]2S1(=O)=O (some centres not stated)
  11.3, x, 0.8
[74] CC(C)Cn1c(N)c(-c2csc(-c3cccc(C(N)=O)c3)n2)c(=O)n(C)c1=O
  11.1, x, -7.9
[75] COc1cc(OC)cc(C(=O)N2CCN(c3cc(Cl)ccc3OC)C(=O)C2C)c1 (configuration not stated)
  -0.5, -5.7, -2.8

The closing 2 compounds of the section above come first, to join the parts.
Second line of a record: NPYLR7 ag, mcGAS inh, hcGAS lum
[74] CC(C)Cn1c(N)c(-c2csc(-c3cccc(C(N)=O)c3)n2)c(=O)n(C)c1=O
  11.1, x, -7.9
[75] COc1cc(OC)cc(C(=O)N2CCN(c3cc(Cl)ccc3OC)C(=O)C2C)c1 (configuration not stated)
  -0.5, -5.7, -2.8
[76] CCNC(=O)N(Cc1nccn1Cc1ccc(C(F)(F)F)cc1)C(C)C
  4.4, -3.8, -2.0
[77] CC1(C(=O)NCC2CC2)Cc2c(-c3ccccc3)ccnc2O1 (configuration not stated)
  19.0, -3.6, -0.2
[78] O=C(CNc1ccccc1)Nc1ccc(N2CCCC2=O)cc1
  3.9, -6.8, -3.5
[79] COc1cccc(CO[C@]2(C(=O)NCCN3CCOCC3)CC(OCc3ccc(C(F)(F)F)cc3)[C@H](O)[C@H](O)C2)c1 (some centres not stated)
  4.9, -4.6, 4.0
[80] Cc1ccc(-c2cc(C(=O)N(C)C(C)C(C)(C)C)[nH]n2)cc1 (configuration not stated)
  5.7, x, -3.1
[81] O=C(Nc1ccccc1-c1nc2cc([N+](=O)[O-])ccc2o1)c1ccccc1F
  2.3, -2.8, -2.8
[82] COC(=O)c1ccc(COC(=O)CN2C(=O)NC3(CC(C)CC(C)(C)C3)C2=O)o1 (configuration not stated)
  2.2, -5.6, -4.4
[83] CCN(CC)C(=O)Oc1ccc2c(ccn2Cc2cccc(SC(F)(F)F)c2)c1-c1ccc(C#N)cc1
  26.9, -7.3, -9.7
[84] CCOC(=O)C1(C/C=C/c2ccccc2)CCCN(C(=O)C(=O)c2ccccc2)C1 (configuration not stated)
  19.9, -12.1, -8.6
[85] COCC(c1ccccn1)N(C)Cc1c(C)nn(C)c1Cl (configuration not stated)
  4.7, x, -7.0
[86] Cc1c(Cl)c(C(F)(F)F)nn1CC(=O)Nc1ccc(F)c(Cl)c1
  -2.3, 1.0, -2.6
[87] Cn1ccn2ncc(C(=O)NCCN3CCc4ccccc43)c12
  4.0, x, -4.7
[88] CN1CCN(c2ccc3nnc(C(F)(F)F)n3n2)CC1
  -1.2, x, 0.5
[89] CCOc1ccc(C2NC(=O)NC(C)=C2C(=O)OC)cc1 (configuration not stated)
  -1.8, -5.3, -0.5
[90] COc1ccc(C(=O)C2CCCN(C(=O)CCc3cccs3)C2)cc1OC (configuration not stated)
  -5.7, -8.8, -5.9
[91] Cc1cccc(-c2nnc(-c3ccc(C(=O)NCC(C)(C)O)cc3)o2)c1
  3.8, x, -3.5
[92] C=CCn1c(SCc2cc(=O)n3c(C)csc3n2)nnc1C1CCCCC1
  7.5, x, -5.3
[93] CC(C)CN(CC(=O)N(CCc1ccccc1)Cc1ccco1)C(=O)c1ccc2c(c1)OCO2
  -5.0, -3.3, 0.0
[94] CC(=O)N(C)c1ccc(NC(=O)CN2CCN(c3ccncc3C)CC2)cc1
  7.7, x, -2.6
[95] Cc1cc2ncn(CC(=O)N3C(C)CCCC3C)c2cc1C (configuration not stated)
  -1.7, x, -0.7
[96] CCc1cc2c(=O)c(-c3nncn3-c3ccccc3)coc2c(CN2CCCCC2)c1O
  8.5, 0.2, 2.2
